APJ antag – APJ receptor antagonism; inhibition, % at 20 µM; AID 2521; CHO-K1 APJ beta-arrestin complementation, luminescence; actives 0.32% (n = 330,000);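 active means inhibition above about 40% at 20 µM, limit read from the data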;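 further: cells challenged with 10 nM apelin-13 agonist together with compound; plate controls were apelin-13 plus DMSO wells for no effect and DMSO wells lacking apelin-13 for full effect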
tim23-1 inh – tim23-1 yeast growth inhibition; S. cerevisiae tim23-1 growth, BacTiter-Glo luminescence, 24 h; inhibition, % at 20 µM; actives 1.3% (n = 330,000); AID 463212;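 active means growth inhibition of the mutant yeast at or above 50%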;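 further: temperature-sensitive mutant grown at 25 °C; plate controls were DMSO-treated mutant yeast for no effect and medium wells lacking yeast for full effect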
Mdm2-MdmX inh – inhibitors of human Mdm2/MdmX interaction | actives 3% (n = 330,000) | SaOS-2 split-luciferase Mdm2/MdmX complementation, luminescence | AID 485346 | inhibition, % at 8 µM;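 active means inhibition of at least 50% at 8 µM in the primary screen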
Target sequence (O15151 whole entry, looked up): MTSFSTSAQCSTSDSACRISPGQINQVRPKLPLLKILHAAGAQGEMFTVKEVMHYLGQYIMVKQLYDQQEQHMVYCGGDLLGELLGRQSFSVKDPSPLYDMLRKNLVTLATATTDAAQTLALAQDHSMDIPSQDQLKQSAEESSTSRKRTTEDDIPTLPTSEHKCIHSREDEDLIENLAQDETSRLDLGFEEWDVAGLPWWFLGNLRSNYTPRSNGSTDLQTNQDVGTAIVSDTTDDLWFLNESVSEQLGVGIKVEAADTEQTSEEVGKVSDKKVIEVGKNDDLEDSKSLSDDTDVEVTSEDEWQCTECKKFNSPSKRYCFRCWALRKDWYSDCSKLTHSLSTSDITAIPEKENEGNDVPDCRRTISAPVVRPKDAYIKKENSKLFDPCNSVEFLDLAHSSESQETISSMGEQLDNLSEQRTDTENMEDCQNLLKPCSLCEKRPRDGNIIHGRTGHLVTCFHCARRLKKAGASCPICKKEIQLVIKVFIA
Target sequence (Q00987 whole entry, looked up): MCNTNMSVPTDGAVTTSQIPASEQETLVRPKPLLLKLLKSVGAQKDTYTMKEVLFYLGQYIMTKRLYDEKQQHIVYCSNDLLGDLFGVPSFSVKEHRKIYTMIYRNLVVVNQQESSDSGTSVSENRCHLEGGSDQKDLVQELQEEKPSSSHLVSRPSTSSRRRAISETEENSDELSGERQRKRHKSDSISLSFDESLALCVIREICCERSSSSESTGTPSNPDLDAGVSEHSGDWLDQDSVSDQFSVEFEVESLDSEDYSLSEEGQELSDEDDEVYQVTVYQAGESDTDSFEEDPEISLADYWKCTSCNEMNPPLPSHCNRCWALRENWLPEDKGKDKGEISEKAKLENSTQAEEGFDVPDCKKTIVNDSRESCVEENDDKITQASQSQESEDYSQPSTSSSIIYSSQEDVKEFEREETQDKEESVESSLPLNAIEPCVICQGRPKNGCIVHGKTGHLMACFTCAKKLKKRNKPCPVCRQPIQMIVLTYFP
CCR6 antagonist – CCR6 (human) receptor antagonism; P51684; CHO-K1 CCR6 PathHunter beta-arrestin, luminescence, CCL20-stimulated; inhibition, % at 20 µM; actives 0.49% (n = 340,000);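 active means compounds whose inhibition of the agonist-driven luminescence signal at 20 µM reaches about 50%, limit read from the data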;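 further: cells stimulated with CCL20 at 14 nM final; plate controls were DMSO with CCL20 for no effect and DMSO without agonist for full effect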
CXCR6 block – CXCR6 (human) receptor inhibition; O00574; CHO-K1 PathHunter CXCR6 beta-arrestin, luminescence; inhibition, % at 20 µM; actives 0.36% (n = 360,000); AID 602244; in the data active means inhibition above about 34%, passing the limit was not always enough;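 further: antagonist mode with CXCL16 agonist at 10 nM final; 0% = 10 nM CXCL16 with DMSO and 100% = unstimulated wells without agonist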
EBI2 block – blocks human EBI2 receptor beta-arrestin signaling | EBI2 beta-arrestin recruitment, luminescence, 7a,25-OHC stimulated | P32249 | actives 0.81% (n = 360,000) | AID 651636 | inhibition, % at 5 µM; in the data active means inhibition above about 38%;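 further: enzyme fragment complementation signal reports receptor beta-arrestin coupling in cells; 0% = agonist plus DMSO wells and 100% = wells without agonist; some results beyond the cut were filed as inactive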
APJ agonist – activates the human apelin receptor APJ; P35414; CHO-K1 APJ PathHunter beta-arrestin, luminescence; 0% DMSO wells, 100% apelin; activation, % at 20 µM; actives 0.11% (n = 330,000);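 active means activation more than six SD over the plate average, tested at 20 µM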;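 further: 0% = DMSO alone and 100% = apelin-13 at 10 nM; some results filed as inactive read as strong as hits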
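Test system: CHO-K1 APJ beta-arrestin complementation cell line. Amount: cell density 1000 per well. Controls: DMSO negative, 10 nM Apelin-13 positive. Signal: luminescent beta-gal fragment complementation, chemiluminescent substrate. Read-out basis: agonist-driven arrestin binding to APJ. Timing: compound stimulation 90 min at 25 °C, detection 60 min.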
CHOP UPR activ – apoptotic UPR (CHOP) activation; CHO-CHOP luciferase reporter, luminescence; percent of tunicamycin response over DMSO baseline; activation, % at 10 µM; actives 0.34% (n = 330,000); AID 449763;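 active means at 10 µM dose, activation of 40% or more, normalized to positive control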;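 further: 100% = tunicamycin at 10 µg/mL and 0% = DMSO alone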
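Assay system: CHO-CHOP cells, stable luciferase reporter of PERK-eIF2a-CHOP signalling / Buffer or medium: F12 plus 10% serum / Compound dosing: one dose, 10 µM in 0.5% DMSO / Times: 6 h compound treatment, 37 °C / Technique: luciferase luminescence / Read-out: % reporter activation, DMSO baseline versus tunicamycin full activation / Benchmarks: tunicamycin and DMSO controls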
XBP1 UPR activ – activators of adaptive arm of unfolded protein response (XBP1); AID 463104; CHO-XBP1 luciferase reporter, IRE1-XBP1 UPR activation, luminescence; percent of tunicamycin response, DMSO as zero; activation, % at 20 µM; actives 0.33% (n = 330,000);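 active means versus positive control, 20 µM dose yields 30% or more activation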;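 further: 100% = tunicamycin at 10 µg/mL and 0% = DMSO only wells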
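Assay system: IRE1-XBP1 luciferase reporter CHO line. Input: 1000 cells/well. Buffer or medium: F12 with 10% serum. Doses: 20 µM, 1% DMSO. Times: overnight seeding at 37 °C, 6 h compound treatment at 37 °C. Technique: Steady-Glo luciferase glow luminescence, 10 min after reagent addition.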
* hit, by the source's call. The list is partial. The share of hits here may be higher or lower than overall.

(1) CS(=O)(=O)N(CC(=O)Nc1ccc2c(c1)OCCO2)Cc1ccc(Cl)cc1
(2) O=S(=O)(c1ccc(Br)cc1)N1CCN(c2cc(-c3ccccc3)nc3ncnn23)CC1
(3) COc1ccc(NC(=O)Cc2cccs2)c(OC)c1
(4) Cc1ccc(C(=O)Nc2ncc(C)s2)o1
(5) CC1(C(=O)O)C=CC2(CCCCC2)N1C(=O)c1ccccc1 (stereo unspecified)
(6) CCOC(=O)c1c(C)nc2sc3c(=O)n(-c4ccc(C)cc4)cnc3c2c1-c1ccc(OC)cc1

entry no.	1	2	3	4	5	6
APJ antag	-21	11	1	8	10	-5
tim23-1 inh	26	14	10	23	-2	15
Mdm2-MdmX inh	14	21	0	-96	-9	11
CCR6 antagonist	-1	3	0	8	4	0
CXCR6 block	1	-8	-2	1	-5	5
EBI2 block	-3	24	0	-2	-7	1
APJ agonist	0	-1	3	-1	-4	1
CHOP UPR activ	0.4	4.3	1.8	1.0	1.6	3.7
XBP1 UPR activ	-7	1	0	-2	-1	25

(7) CC(C)(C)c1ccc(-n2ncc3c2CCCC3NC(=O)CN2CCCC2=O)cc1 (stereo unspecified)
(8) Cc1ccc(NC(=S)N2CCN(S(=O)(=O)c3c(F)cccc3F)CC2)cc1C
(9) COc1ccccc1N1CCN(/N=C/c2ccc([N+](=O)[O-])cc2)CC1
(10) Cc1oc(-c2ccccc2F)nc1CS(=O)CC(=O)NCc1ccc2c(c1)OCO2 (stereo unspecified)
(11) CCCc1nnc(SCC(=O)N2CCCCC2)n1CCCOC
(12) C[N+]1(CC2COC3(CCCCC3)O2)CCCCC1 (stereo unspecified)

entry no.	7	8	9	10	11	12
APJ antag	-20	-7	13	1	-15	1
tim23-1 inh	14	4	1	12	8	7
Mdm2-MdmX inh	18	17	-65	36	34	-7
CCR6 antagonist	15	15	8	9	-12	-2
CXCR6 block	-7	0	-4	-5	0	-6
EBI2 block	-10	5	11	-5	0	10
APJ agonist	3	-1	1	-5	-1	0
CHOP UPR activ	2.3	-0.5	2.1	-0.1	1.4	0.3
XBP1 UPR activ	-7	-2	-3	-1	1	1

An excerpt from above in order of heavy-atom count, largest number first:
(10) Cc1oc(-c2ccccc2F)nc1CS(=O)CC(=O)NCc1ccc2c(c1)OCO2 (stereo unspecified)
(7) CC(C)(C)c1ccc(-n2ncc3c2CCCC3NC(=O)CN2CCCC2=O)cc1 (stereo unspecified)
(11) CCCc1nnc(SCC(=O)N2CCCCC2)n1CCCOC

entry no.	10	7	11
APJ antag	1	-20	-15
tim23-1 inh	12	14	8
Mdm2-MdmX inh	36	18	34
CCR6 antagonist	9	15	-12
CXCR6 block	-5	-7	0
EBI2 block	-5	-10	0
APJ agonist	-5	3	-1
CHOP UPR activ	-0.1	2.3	1.4
XBP1 UPR activ	-1	-7	1

Following part
(13) COc1ccc(C2CC(=O)c3c(O)cc(O)cc3O2)c(CC=C(C)C)c1OC (stereo unspecified)
(14) Cc1ccc(NC(=O)NC2CCCc3ccccc32)cc1 (stereo unspecified)
(15) COc1ccc(CC2(C)OC(c3ccc([N+](=O)[O-])cc3)=NN2C(C)=O)cc1 (stereo unspecified)
(16) CC(C)c1ccccc1NC(=O)Nc1ccc(F)cc1F
(17) O=C(COC(=O)C1CC(=O)N(Cc2ccccc2)C1)c1ccc(Br)cc1 (stereo unspecified)
(18) O=[N+]([O-])c1cc(Cl)ccc1NCCNc1ncc(C(F)(F)F)cc1Cl

entry no.	13	14	15	16	17	18
APJ antag	-2	7	-36	1	5	10
tim23-1 inh	37	5	22	21	15	18
Mdm2-MdmX inh	11	6	-3	-6	3	-1
CCR6 antagonist	10	2	-6	-1	1	21
CXCR6 block	-2	-2	-1	-4	5	0
EBI2 block	9	-9	8	2	-3	19
APJ agonist	-3	13	3	-3	-1	-3
CHOP UPR activ	-0.3	-1.3	-2.2	0.6	3.0	0.6
XBP1 UPR activ	-6	-2	-4	-1	0	-3

(19) CC(=O)Nc1ccc(NC(=O)C2CCCN2C(=O)Nc2ccccc2[N+](=O)[O-])cc1 (stereo unspecified)
(20) COc1ccc(C(=O)NCCN2C(=O)S/C(=C\c3cccnc3)C2=O)c(OC)c1OC
(21) CC(CN1CCOCC1)OC(=O)c1ccccc1Br (stereo unspecified)
(22) Cc1ccc(C(C)NC(=S)NC2CCCCC2)c(C)c1 (stereo unspecified)
(23) CCCCNC(=O)CCC(=O)NNc1nc2ccccc2c2nc(C)nn12
(24) COC(=O)c1cc(C#N)c(Oc2ccc(OC)cc2)nc1C

entry no.	19	20	21	22	23	24
APJ antag	1	2	-8	0	-4	2
tim23-1 inh	-7	45	9	17	5	7
Mdm2-MdmX inh	25	1	-1	11	9	6
CCR6 antagonist	7	13	20	19	-1	-6
CXCR6 block	-9	-11	-1	0	-5	0
EBI2 block	-10	2	5	3	-2	-5
APJ agonist	0	-2	-2	-1	2	0
CHOP UPR activ	-0.1	-0.8	0.0	0.4	3.2	0.7
XBP1 UPR activ	3	-2	-3	-7	-1	-1

Quoted at random: 4 records from the list, in no set order.
(19) CC(=O)Nc1ccc(NC(=O)C2CCCN2C(=O)Nc2ccccc2[N+](=O)[O-])cc1 (stereo unspecified)
(23) CCCCNC(=O)CCC(=O)NNc1nc2ccccc2c2nc(C)nn12
(22) Cc1ccc(C(C)NC(=S)NC2CCCCC2)c(C)c1 (stereo unspecified)
(24) COC(=O)c1cc(C#N)c(Oc2ccc(OC)cc2)nc1C

entry no.	19	23	22	24
APJ antag	1	-4	0	2
tim23-1 inh	-7	5	17	7
Mdm2-MdmX inh	25	9	11	6
CCR6 antagonist	7	-1	19	-6
CXCR6 block	-9	-5	0	0
EBI2 block	-10	-2	3	-5
APJ agonist	0	2	-1	0
CHOP UPR activ	-0.1	3.2	0.4	0.7
XBP1 UPR activ	3	-1	-7	-1
